Sm TGR block – blocks Schistosoma mansoni thioredoxin glutathione reductase; 360,000 tested, 3% active; Potency, µM (top dose mostly 114 µM), inactives show top-dose activity change, negative = inhibition, most hits filed as inhibitors; Q962Y6; purified TGR, DTNB reduction, TNB absorbance 405 nm; note: potency is the fitted concentration of half-maximal effect; nearly all actives have a fitted effect of over 60% in size
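Kinetic colorimetric format: TGR-catalysed, NADPH-driven DTNB reduction monitored via TNB absorbance. Enzyme dispensed at 20 nM; compound exposure 15 min at room temperature before reaction start.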
AMA1-RON2 inh – disrupts binding of P. falciparum AMA1 to RON2; AlphaScreen AMA1-biotinylated RON2 peptide binding; Potency, µM (highest dose often 58.2 µM), for the others: at the highest dose activity change, negative = inhibition, hits mostly inhibitors; 360,000 tested, 0.2% active;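 note: potency is the fitted concentration of half-maximal effect; 0% = vehicle wells and -100% = peptide control; nearly all actives have a fitted effect of over 45% in size; some results filed as inactive show a strong effect at the top dose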
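AMA1 (3D7) with his tag at 25 nM final met compounds first, then biotinylated RON2 peptide at 25 nM; detection used donor plus acceptor beads, 10 µg/mL apiece, read by AlphaScreen after 30 min at room temperature.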
AmpC inh no detg – inhibitors of E. coli AmpC beta-lactamase without detergent; P00811; AmpC nitrocefin hydrolysis, absorbance 480 nm, 0.0001% Triton; Potency, µM (doses to about 57.1 µM), for the others: top-dose activity change, negative = inhibition, actives largely listed as inhibitors; 330,000 tested, 0.52% active; AID 485341;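 note: potency is the fitted concentration of half-maximal effect; plate controls were no compound for no effect and no enzyme for full effect; nearly all actives have a fitted effect of over 20% in size; some results filed as inactive show a strong effect at the top dose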
Target sequence (P00811 whole entry, looked up): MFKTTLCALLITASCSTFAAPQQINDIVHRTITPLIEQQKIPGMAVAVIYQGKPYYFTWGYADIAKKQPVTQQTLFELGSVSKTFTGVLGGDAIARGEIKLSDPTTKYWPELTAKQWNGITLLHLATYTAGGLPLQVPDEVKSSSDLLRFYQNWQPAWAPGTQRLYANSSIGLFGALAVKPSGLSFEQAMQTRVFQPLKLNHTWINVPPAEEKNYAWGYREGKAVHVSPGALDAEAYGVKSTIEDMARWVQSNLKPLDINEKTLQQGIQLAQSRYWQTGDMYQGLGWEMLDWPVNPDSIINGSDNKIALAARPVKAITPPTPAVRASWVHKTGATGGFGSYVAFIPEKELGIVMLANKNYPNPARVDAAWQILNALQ
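20 mM phosphate pH 7.0 + 0.01% (detergent screen) or 0.0001% Triton X-100; 5.3 nM AmpC reagent; cpd preinc 15 min RT; nitrocefin (800 uM stock) to start; A480 q20 s × 4 min; Activity was normalised to no-enzyme and no-compound control wells.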
AmpC inh detg – AmpC beta-lactamase inhibition with detergent present. AmpC hydrolysis of nitrocefin, absorbance 480 nm, 0.01% Triton. 370,000 tested, 0.041% active. Potency, µM (titrated, usually from 114 µM), for the others: top-dose activity change, negative = inhibition, actives largely listed as inhibitors;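 note: potency is the fitted concentration of half-maximal effect; 0% = no-compound wells and -100% = no-enzyme wells; nearly all actives have a fitted effect of over 25% in size; some results filed as inactive show a strong effect at the top dose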
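AmpC (5.3 nM in the dispensed reagent) in 20 mM phosphate pH 7.0 with 0.01% (detergent screen) or 0.0001% Triton X-100 was preincubated with compounds for 15 min at room temperature. Nitrocefin was then added from an 800 uM solution, and hydrolysis was followed at 480 nm.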
HCMV inh – human cytomegalovirus inhibition; 410,000 tested, 4.5% active; HFF cells, HCMV-luciferase reporter, 72 h; hits give low values; activity change, negative = inhibition, % at 57.5 µM; AID 1259415; in the data active = activity change below about -60%; inconclusive = no clear call, values can overlap the other calls; inactive = above about -39%
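After 16 h attachment at 37C, HFF cells received test compound and HCMV-luciferase (1 PFU/cell); reporter luminescence read 72 h later, data normalized against buffer-only and known inhibitor Salinomycin.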
FBPA Giardia inh – Giardia lamblia aldolase inhibition; A8B2U2; purified Giardia FBPA; Potency, µM (titrated, usually from 59.6 µM), without a hit: at the highest dose activity, negative = inhibition, most hits filed as inhibitors; 290,000 tested, 0.71% active; note: potency is the fitted concentration of half-maximal effect; nearly all actives have a fitted effect of over 55% in size
Target sequence (A8B2U2 whole entry, looked up): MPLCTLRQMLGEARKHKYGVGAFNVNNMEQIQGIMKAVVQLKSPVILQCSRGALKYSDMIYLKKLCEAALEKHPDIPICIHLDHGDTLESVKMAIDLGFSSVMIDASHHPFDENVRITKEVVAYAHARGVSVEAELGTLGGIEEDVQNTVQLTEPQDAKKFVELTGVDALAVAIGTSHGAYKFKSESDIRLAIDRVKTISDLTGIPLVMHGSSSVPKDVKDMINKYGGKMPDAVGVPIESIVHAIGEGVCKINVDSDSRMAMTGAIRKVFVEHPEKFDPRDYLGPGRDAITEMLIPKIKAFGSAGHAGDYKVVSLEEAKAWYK
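Giardia FBPA (40 nM reagent) was preincubated 10 min at RT with compound (up to 57.5 uM final), then substrate plus GAPDH/TPI/NAD/arsenate coupling system with diaphorase/resazurin was added; resorufin fluorescence (525/598 nm) was read after 20 min.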
* marks the source's active call; other numbers are inactive results; ? = inconclusive; nt = no result given; & = joins results of further samples; [ ] = remark or other dose. Unless noted, calls come from the whole dose curve; as a rule, active = well fitted curve in the direction sought with a large enough effect; inconclusive = small, poorly fitted or top-dose-only effect, or another doubt; inactive = no such curve, though single readings can be large; an effect the other way counts as inactive or inconclusive. Unless noted, % is set by controls: 0 for no effect and ±100 for the full control effect.

Below each compound: AMA1-RON2 inh | AmpC inh no detg | FBPA Giardia inh | AmpC inh detg | Sm TGR block | HCMV inh
Cc1ccc(O)c(NC(=O)c2onc(C)c2Cl)c1
 : -18% | -15% | 6% | 0% | -5% | 156
COc1ccc(CN(CC(=O)NCC2CCCO2)C(=O)CNS(=O)(=O)c2ccc(C)cc2)cc1 (stereo unspecified)
 : -5% | 20% | -1% | -8% | 0% | 7
CC(C)[C@H]1CC[C@@H](C)C(C(=O)c2ccccc2)C1=O (stereo partly specified)
 : 15% | 9% | -5% | -6% | -9% | ?
COc1ccc(C/C(C)=N/NC(=O)c2cc(C)oc2C)cc1
 : 65%[activator] | -18% | 13% | -3% | -5% | ?
COC(=O)c1c(NC(=O)COC(=O)c2ccccn2)sc(C)c1C
 : 0% | 43% | nt | ? | -11% | -34
Cn1cccc1Cc1nnc(SCC(=O)NCc2ccco2)n1-c1ccc(F)cc1
 : 3% | 44% | -4% | 0% | 45µM* | -27
O=C(CSc1ncnc2c1oc1ccccc12)N1CCCc2ccccc21
 : -2% | -25% | -2% | 5% | 7% | -34
COc1ccccc1OC(C)C(=O)Nc1ccc2c(c1)n(C)c(=O)n2C (stereo unspecified)
 : -1% | 6% | -9% | -7% | -15% | 37
O=C1[C@H]2[C@@H](c3ccc(Cl)cc3)N3C(=O)N(c4cccc(Cl)c4)C(=O)[C@@]3(Cc3ccccc3)[C@H]2C(=O)N1C1CCCCC1
 : -3% | -7% | nt | 0% | 6% | -5
CCOc1ccc(-c2noc(CCC(=O)O)n2)cc1
 : 2% | -21% | 8% | -13% | 5% | ?
O=C1CC(c2ccccc2)n2nc(N3C(=O)CCC3=O)nc2N1 (stereo unspecified)
 : ? | -17% | -8% | ? | 19% | -8
COC(=O)C(NC(=O)c1ccco1)(Nc1nc(C2CC2)cs1)C(F)(F)F (stereo unspecified)
 : 5% | -11% | -7% | -6% | -24% | -67*
COc1ccc(N2C(=S)NC3N2C(=S)NC3(C)c2ccccc2)cc1 (stereo unspecified)
 : 64%[activator] | -14% | ? | 1% | -4% | -39
Cc1ccc(-c2nn(C)c(=O)c3ccccc23)cc1CO
 : -8% | -12% | 2% | ? | -2% | 65
Cc1ccc(NC(=O)Cn2nnc(C(=O)NCc3cccs3)c2N)cc1
 : 4% | -27% | 3% | -4% | 4% | 5
O=C(NCC1CC1)Nc1ccc(Cl)cc1
 : -6% | -9% | 9% | -1% | 19% | -95*
Cc1csc(NC(=O)c2ccc(C)c(S(=O)(=O)N3CCCCC3)c2)n1
 : -12% | -13% | -2% | 3% | 31% | 10
Cc1nn(C(C)C(=O)Nc2sc3c(c2C#N)CCCC3)c(C)c1[N+](=O)[O-] (stereo unspecified)
 : -4% | -31% | nt | -9% | -19% | ?
CC(=O)c1c(C)[nH]c(C(=O)Nc2ccc(Cl)c(S(=O)(=O)N(C)C)c2)c1C
 : -1% | -26% | -6% | -9% | 4% | 101
CCCn1c2ccccc2c2nnc(SC(CC)C(=O)Nc3sc4c(c3C#N)CCCC4)nc21 (stereo unspecified)
 : -19% | -31% | -5% | 0% | -6% | 29

No new results follow: an excerpt of the list.
Below each compound: AMA1-RON2 inh | AmpC inh no detg | FBPA Giardia inh | AmpC inh detg | Sm TGR block | HCMV inh
CC(C)[C@H]1CC[C@@H](C)C(C(=O)c2ccccc2)C1=O (stereo partly specified)
 : 15% | 9% | -5% | -6% | -9% | ?
COc1ccc(C/C(C)=N/NC(=O)c2cc(C)oc2C)cc1
 : 65%[activator] | -18% | 13% | -3% | -5% | ?

Remaining list, next part:
Below each compound: AMA1-RON2 inh | AmpC inh no detg | FBPA Giardia inh | AmpC inh detg | Sm TGR block | HCMV inh
COc1ccc(OC2CCN(S(=O)(=O)c3ccccc3)CC2)cc1
 : -11% | -15% | 3% | -3% | -10% | 1
CCCCNC(=S)N/N=C/C1=CCC2CC1C2(C)C (stereo unspecified)
 : 14% | -34% | 7% | -17% | -2% | 1
Fc1ccc(/C=N/N2CCOCC2)c(F)c1
 : 7% | -15% | 3% | 6% | 11% | -17
O=C(CN1CCC(O)(c2cccc(C(F)(F)F)c2)CC1)NCCc1ccccc1
 : -1% | 144%[activator] | 8% | -13% | 7% | -4
COc1cccc(N2CCN(C(=O)c3nc(-c4ccc(Cl)cc4)n4c3CCCCC4)CC2)c1
 : nt | nt | nt | 16% | 12% | 14
CCOC(=O)c1cnc2c(ccc3ccccc32)c1Cl
 : -1% | -18% | 3% | -12% | -25% | -24
CCC(=O)N1c2ccc(S(=O)(=O)N3CCN(c4ccc([N+](=O)[O-])cc4)CC3)cc2CC1C (stereo unspecified)
 : -6% | -24% | 3% | 2% | -27% | ?
O=C1CCCC2=C1C(c1cccs1)Nc1ccccc1N2 (stereo unspecified)
 : -3% | -10% | -13% | -10% | 7% | 10
Cc1nc(N2CCOCC2)[nH]c(=O)c1[N+](=O)[O-]
 : 9% | -18% | 1% | 6% | -15% | 66
O=C(COC(=O)c1n[nH]c2ccccc12)Nc1cccc(S(=O)(=O)N2CCOCC2)c1
 : -8% | ? | -2% | 5% | -2% | -22
N#C/C(=C\c1ccccc1[N+](=O)[O-])C(=O)Nc1ccc(S(N)(=O)=O)cc1
 : 10% | -27% | -4% | ? | -14% | 28
Cc1ccc(C)c(S(=O)(=O)Nc2ccc(O)cc2)c1
 : 4% | -22% | -2% | -12% | -35% | -17
O=C1OC(c2ccc(F)cc2)=N/C1=C\C=C/c1ccccc1
 : 9% | 35% | 6% | -11% | -1% | -37
COc1ccc(-c2csc3ncnc(N4CCN(S(=O)(=O)c5cccc(Br)c5)CC4)c23)cc1
 : 13% | -44% | nt | -11% | 2% | ?
O=C(Nc1cccc([N+](=O)[O-])c1)Nc1ccc2c(c1)OCCO2
 : -3% | -17% | -18% | 4% | nt | 100
COc1ccc(CCNC(=O)C2CCN(c3ncnc4c3nc3n4CCCCC3)CC2)c(OC)c1
 : nt | nt | nt | 7% | 1% | 32
Cc1ccc(CSc2oc(-c3cccs3)nc2S(=O)(=O)c2ccc(C)cc2)cc1
 : nt | nt | nt | 14% | -1% | 13
Clc1ccc(-c2csc(N/N=C/c3ccc4c(c3)OCO4)n2)cc1
 : 96%[activator] | ? | 4% | ? | -2% | -34
COc1ccccc1NS(=O)(=O)c1cc(NC(=O)C2CCC2)ccc1N1CCCCC1
 : -5% | -20% | -7% | 6% | 19% | -30
COC(=O)c1cc(OC)c(OC)cc1NC(=S)N1CCCC(CO)C1 (stereo unspecified)
 : -5% | -9% | 0% | -8% | -22% | 19
Cc1ccc2oc(=O)c3cc(C(=O)Nc4ccc(C)c(F)c4)sc3c2c1
 : nt | nt | nt | -7% | ? | -3
CCOc1ccc(OCCCC(=O)N(CC)CC(=O)Nc2c(F)cccc2F)cc1
 : 0% | 26% | nt | ? | -7% | 33
COc1ccc(CNC(=O)c2cccn2-c2nnc(N3CCCC3)s2)c(OC)c1
 : nt | nt | nt | 2% | 2% | 0
Cc1ccn2c(C(=O)N/N=C/c3ccc(CNC(=O)C(=O)Nc4ccc(C)c(C)c4)o3)c(C)nc2c1
 : nt | -9% | -4% | -11% | -1% | nt
Cc1sc2c(c1C)c(=O)n(-c1ccccc1)c(=O)n2CC(=O)c1ccc(Cl)cc1
 : nt | nt | nt | -3% | 1% | -10
S=c1[nH]cnc2scc(-c3ccc(Br)cc3)c12
 : 105%[activator] | -34% | 0% | 2% | -1% | -87*
COc1cc(OC)c(C2C(C(=O)N3CCOCC3)=C(C)NC3=C2C(=O)CC(C)(C)C3)cc1OC (stereo unspecified)
 : -9% | 0% | -10% | ? | -1% | 49
Nc1c(-c2cccc([N+](=O)[O-])c2)nc2ccccn12
 : 10% | -41% | -24% | ? | -1% | 59
Cc1nc2nc(-c3ccc(F)cc3)cn2nc1C
 : 6% | -10% | 5% | 8% | 39%[activator] | 205
CCc1ccc(NCc2cc3cc4c(cc3n(CC(=O)Nc3ccc(C)cc3)c2=O)OCO4)cc1
 : nt | nt | nt | 2% | ? | 34
CCN(CC(=O)Nc1ccc2c(c1)OCCO2)C(=O)/C=C/c1ccc([N+](=O)[O-])cc1
 : -4%[11.6 µM] | -57% | nt | -2% | -9% | 76
CC(C)N1CCN(Cc2ccncc2)CC1CCO (stereo unspecified)
 : -3% | -5% | 1% | -4% | -13% | -6
COC(=O)[C@@H]1C[C@@]2(O)[C@H](O)[C@H](O)[C@H](O)C[C@H]2N1CC(c1ccccc1)c1ccccc1
 : 11% | 21% | 2%&8% | 4% | -17% | -15
CCc1nnc(NC(=O)c2nc(S(=O)(=O)Cc3cccc(C)c3)ncc2Cl)s1
 : 69%[activator] | 103% | ? | -8%&-2% | 16µM* | -101*
O=C1COc2ccc(S(=O)(=O)NCCc3ccccc3)cc2N1
 : -6% | -23% | 7% | -2% | -1% | 8
CC(=O)C(Sc1nccc(-c2cccs2)n1)C(C)=O
 : 5% | -15% | 18µM* | -11% | -15% | 41
Cc1ccc(S(=O)(=O)N(CC(=O)N(C)C)c2cccc([N+](=O)[O-])c2)cc1
 : -3% | 15% | 4% | -5% | 3% | ?
CCOC(=O)c1c(C)oc2ccc(OC(=O)c3cccs3)cc12
 : 37%[activator] | -11% | -3% | -12% | 1% | ?
Cn1c(=O)c(C(=O)CCl)c(N)n(CC2CC2)c1=O
 : 0% | 0% | 0% | ? | 14µM* | nt
Cc1ccc(Nc2c(-c3cccs3)nc3nc(C)cc(C)n23)cc1
 : nt | nt | nt | 1% | 2% | 69
O=C(O)c1ccc(NC(=O)c2ccco2)c(NC(=O)c2ccco2)c1
 : -7% | -13% | 5% | ? | 3% | -15
C[C@H](CO)N1C[C@H](C)[C@H](CN(C)CC2CC2)Oc2ccc(NC(=O)CCN3CCOCC3)cc2C1=O
 : -2% | 123%[activator] | nt | nt | nt | -27
COc1cc2c(C(=O)NCc3ccc4c(c3)OCO4)cn(C)c(=O)c2cc1OC
 : -4% | -11% | 1% | ? | 8% | 16
CCOC(=O)CC(=O)CSc1nnc2c(n1)[nH]c1ccccc12
 : 22% | -34% | 4% | -5% | 9% | 49
COc1ccc(-n2ncc(C(=O)N3CCN(c4ncccn4)CC3)c2C2CCN(C(=O)OC(C)(C)C)CC2)cc1
 : nt | nt | nt | 1% | 6% | 0
COc1ccccc1C(=O)Nc1ccc2c(c1)CCCN2C(=O)c1ccccc1
 : 0% | 16% | -4% | -12% | -18% | ?
O=C(NCC(c1ccco1)N1CCc2ccccc21)c1ccccc1 (stereo unspecified)
 : -22% | -43% | nt | -17% | -3% | -16
COc1cccc(C2=NS(=O)(=O)N(C)C(C(=O)Nc3cccc(O)c3)=C2)c1
 : nt | nt | nt | 25% | 3% | -7
Cn1c(=O)cc(N)n(-c2ccccc2)c1=O
 : -1% | -9% | 11% | 0% | 6% | -11
